# Bioassay records from PubChem.
# HEK293 tox = cytotoxicity counter-screen for GLP-1 receptor inverse agonists | HEK293 cAMP-luciferase reporter cells, luminescence, 24 h | Potency, µM (highest dose often 38.3 µM), inactives show at the highest dose activity change, negative = inhibition, usual class: inhibitors | hit rate 0.13% among 410,000 | AID 624418;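 note: loss of luciferase light is scored as toxicity; potency is the fitted concentration of half-maximal effect; % is set by controls: 0 for no effect and ±100 for the full control effect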
#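 To flag toxic compounds, the library was rerun on cells for 24 hr at 37 deg C and 5% CO2. Viability-linked luminescence was captured 12 min after adding luciferase detection reagent.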
# IL2 activator = activators of IL-2. IL-2 activation reporter assay, cell-based qHTS; stimulated with anti-CD3/CD4/CD28 beads; in transgenic mouse T cells. activation, % (series mostly up to about 46 µM). hit rate 0.065% among 360,000. AID 652025; in the data active = activation above about 50%; inconclusive = mostly about 30% to 49%; note: 0% is about no effect
#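 Readout is EGFP and DsRed signal by fluorescent plate cytometry after 18 h at 37 degrees C. Transgenic mouse T cells (750/well) received compound for 60 min before bead stimulation (anti-CD3, anti-CD4, anti-CD28); memory T cells served as non-tolerant control.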
# DRD3 antagonist = blocks the human D3 dopamine receptor | hit rate 2.5% among 360,000 | P35462 | max response, negative = inhibition, % | D3R cells, DiscoveRx beta-arrestin luminescence, antagonist mode; stronger effect = lower value | AID 652054; in the data active = max response below about -50%; inconclusive = no clear call, values can overlap the other calls; note: % is set by controls: 0 for no effect and ±100 for the full control effect; mostly tested at two doses, the higher about 12 µM
#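 Cells expressing the human receptor were seeded at 1500 cells/well, incubated overnight at 37 degrees C in 5% CO2, then exposed to library compounds with dopamine controls for 90 minutes at 37 degrees C before luminescent detection.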
# PLK1 PBD block = inhibitors of human PLK1 polo-box domain binding. hit rate 2.8% among 360,000. Potency, µM, without a hit: max response, negative = inhibition, usual class: inhibitors. Plk1 PBD binding of FITC phosphopeptide, fluorescence polarization. P53350; note: potency is the fitted concentration of half-maximal effect; series mostly up to about 57 µM; % is set by controls: 0 for no effect and ±100 for the full control effect; nearly all actives have a fitted effect of over 65% in size
# WRN inhibitor = inhibitors of human WRN helicase | WRN helicase unwinding, fluorescent forked duplex, kinetic | Potency, µM (top dose mostly 114 µM), inactives show top-dose activity change, negative = inhibition, hits mostly inhibitors | AID 651768 | hit rate 0.46% among 360,000 | Q14191; note: potency is the fitted concentration of half-maximal effect; % is set by controls: 0 for no effect and ±100 for the full control effect; nearly all actives have a fitted effect of over 55% in size
# Target sequence (Q14191 whole entry, looked up): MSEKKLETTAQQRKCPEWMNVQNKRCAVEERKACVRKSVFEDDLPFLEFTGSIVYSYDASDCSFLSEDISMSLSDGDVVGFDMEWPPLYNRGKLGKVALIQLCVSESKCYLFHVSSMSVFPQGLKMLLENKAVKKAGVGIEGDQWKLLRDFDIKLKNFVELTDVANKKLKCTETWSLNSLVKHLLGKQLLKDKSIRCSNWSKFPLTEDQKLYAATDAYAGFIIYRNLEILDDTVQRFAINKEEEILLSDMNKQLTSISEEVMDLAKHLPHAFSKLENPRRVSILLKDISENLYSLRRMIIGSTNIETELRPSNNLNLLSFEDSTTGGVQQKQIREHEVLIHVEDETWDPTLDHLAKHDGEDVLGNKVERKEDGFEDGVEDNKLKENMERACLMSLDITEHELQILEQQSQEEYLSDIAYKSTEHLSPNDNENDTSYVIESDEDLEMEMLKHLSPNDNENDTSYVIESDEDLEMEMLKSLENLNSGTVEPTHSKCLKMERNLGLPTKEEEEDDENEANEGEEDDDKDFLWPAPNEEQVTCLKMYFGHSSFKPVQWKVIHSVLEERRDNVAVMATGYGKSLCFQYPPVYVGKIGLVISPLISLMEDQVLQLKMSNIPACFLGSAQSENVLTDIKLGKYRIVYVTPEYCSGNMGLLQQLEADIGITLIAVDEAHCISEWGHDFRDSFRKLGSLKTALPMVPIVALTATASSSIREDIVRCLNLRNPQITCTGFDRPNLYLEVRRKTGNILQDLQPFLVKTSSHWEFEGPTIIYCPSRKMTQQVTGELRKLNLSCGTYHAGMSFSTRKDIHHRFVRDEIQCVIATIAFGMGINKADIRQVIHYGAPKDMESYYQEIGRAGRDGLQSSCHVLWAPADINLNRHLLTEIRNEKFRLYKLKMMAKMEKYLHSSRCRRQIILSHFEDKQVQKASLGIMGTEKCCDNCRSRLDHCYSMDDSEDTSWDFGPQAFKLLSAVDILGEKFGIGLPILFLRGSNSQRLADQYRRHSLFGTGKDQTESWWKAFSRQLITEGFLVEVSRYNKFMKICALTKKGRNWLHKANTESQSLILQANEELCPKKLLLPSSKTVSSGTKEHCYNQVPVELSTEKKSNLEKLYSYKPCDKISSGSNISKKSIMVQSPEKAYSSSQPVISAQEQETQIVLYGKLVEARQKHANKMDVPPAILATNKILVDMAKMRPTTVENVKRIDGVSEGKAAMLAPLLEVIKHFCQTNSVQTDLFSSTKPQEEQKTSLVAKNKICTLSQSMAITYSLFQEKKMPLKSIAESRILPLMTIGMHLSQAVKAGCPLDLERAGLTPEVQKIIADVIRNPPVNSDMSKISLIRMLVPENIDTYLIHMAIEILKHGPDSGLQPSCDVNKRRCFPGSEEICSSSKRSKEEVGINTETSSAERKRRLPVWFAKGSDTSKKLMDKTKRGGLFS
#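 Enzyme (20 nM final) and test compound sit together 15 min at room temperature before substrate addition. Substrate is a single-forked duplex oligonucleotide (100 nM) labelled with fluorophore and quencher, with 2 mM ATP; helicase unwinding raises red fluorescence, read kinetically.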
# GLP-1R agonist = agonists of human GLP-1 receptor; HEK293 GLP-1R CRE-luciferase, luminescence, 4-6 h; cells express a hypersensitive GLP-1R form; Potency, µM (doses to about 45.6 µM), inactives show at the top dose activation, hits mostly activators; hit rate 0.007% among 380,000; note: potency is the fitted concentration of half-maximal effect; % of control where 0% means no effect
# PI5P4Ka inh = PI5P4K alpha (human) kinase inhibition. P48426. PI5P4Kalpha enzyme, ADP-Glo luminescence, 60 min; stronger effect = lower value. max response, %. hit rate 1.2% among 330,000. AID 652105; active = max response of -50% or lower; inconclusive = between -30% and -50%; inactive = -30% or higher; note: value at the top dose of about 77 µM; % is set by controls: 0 for no effect and ±100 for the full control effect
#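 Enzyme plus substrate dispensed, test compounds pinned in, then ATP (5 microM final) added. After 60 min at RT, ADP-Glo reagent 1 for 45 min and reagent 2 for 30 min preceded luminescence imaging.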
# GLP1R inv ag = inverse agonists of human GLP-1 receptor; P43220; HEK293 GLP-1R CRE-luciferase, luminescence, 24 h; GLP-1R form is constitutively active; Potency, µM (series often up to 38.3 µM), inactives show at the top dose activity change, negative = inhibition, actives largely listed as inhibitors; hit rate 1.6% among 410,000; AID 624417; note: potency is the fitted concentration of half-maximal effect; % is set by controls: 0 for no effect and ±100 for the full control effect; nearly all actives have a fitted effect of over 55% in size
#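 Seeding at 200 cells/uL, 12 h culture, 24 hr compound treatment, then luciferase reagent and a luminescence read; cells are HEK293 stably expressing a constitutively active GLP-1R plus cAMP-responsive luciferase.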
# DRD3 agonist = activates the human D3 dopamine receptor; D3R DiscoveRx beta-arrestin cells, luminescence, 90 min; P35462; hit rate 0.58% among 410,000; max activation, %; AID 652048; in the data active = max activation above about 30%; note: 0% is about no effect; mostly tested at two doses, the higher about 12 µM
#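 Agonist-mode cell screen: cells plated at 1500/well and incubated overnight at 37 °C, then exposed to library compounds for 90 min at 37 °C. Detection reagent was added for 30–60 min at room temperature, and luminescence was read.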
# Starred values were filed as active, the others as inactive; u = inconclusive; x = no result given; [ ] = remark or other dose. Unless noted, calls come from the whole dose curve; as a rule, active = well fitted curve in the direction sought with a large enough effect; inconclusive = small, poorly fitted or top-dose-only effect, or another doubt; inactive = no such curve, though single readings can be large; an effect the other way counts as inactive or inconclusive.
SMILES,HEK293 tox,IL2 activator,DRD3 antagonist,PLK1 PBD block,WRN inhibitor,GLP-1R agonist,PI5P4Ka inh,GLP1R inv ag,DRD3 agonist
CCn1c(SCC(=O)N2CCc3ccccc32)nnc1-c1ccncc1,0%,0.3,-22,-1%,-3%,-4%,-11,15%,-2
O=C(CSc1nc2sc3c(c2c(=O)[nH]1)CCCC3)NCCO,1%,-1.9,4,3%,-2%,-2%,-1,2%,-2
CC(=O)N1CCN(S(=O)(=O)c2ccc(F)c(Cl)c2)CC1,14%[7.66 µM],-0.2,-11,-2%,5%,-3%,4,12%[7.66 µM],-5
O=C(NCc1ccco1)/C(=C/c1ccc(Cl)cc1)NC(=O)c1ccco1,-9%,1.5,-1,-9%,9%,10%,-2,1%,6
Cc1cccc(NC(=O)CCSc2ccccc2)c1C,6%,-1.8,-6,-15%,5%,0%,8,20%,1
Cn1c(SCC(=O)Nc2ccc(Cl)cc2)nc(O)cc1=O,u,-3.2,-14,-10%,-17%,-1%,-57*,-4%,2
Cn1c(=O)c2c(nc(CN3CCc4ccccc4C3)n2Cc2ccccc2)n(C)c1=O,-1%,0.3,-10,-3%,6%,11%,-9,u,-1
CC12CN(NC(=O)c3ccc(Cl)cc3)C3(C#N)CC1CCC23C (stereo unspecified),7%[0.307 µM],-0.8,-9,-14%,-2%,-21%,-2,-18%[0.307 µM],-14
O=C(Nc1cccc(Cl)c1)N1CCN(C/C=C/c2ccccc2)CC1,-14%,-0.8,-6,2%,-7%,-6%,3,-3%,8
COC(=O)[C@@H]1Cc2c([nH]c3ccccc23)C(C)N1C(=O)c1ccccc1 (stereo partly specified),-3%,-0.3,12,5%,4%,-1%,0,u,2
Cn1cc(CNC(=O)c2cc(COc3ccc4c(c3)CCCC4)on2)cn1,4%,-1.2,32,1%,-22%,10%,-3,10%,8
COc1ccc(CCNC(=O)c2ccc(Cl)c(S(=O)(=O)N3CCCCCC3)c2)cc1,-15%,-0.9,u,-4%,-14%,-8%,0,u,-5
COc1cc(C2c3cc4c(cc3OC(N3CCCCC3)C2C)OCO4)cc(OC)c1O (stereo unspecified),u,-2.9,6,0%,-3%,5%,16,u,2
COc1ccc(-c2csc(C(O)c3ccc(F)cc3)n2)cn1 (stereo unspecified),1%,0.3,15,5%,7%,22%,4,20%,6
OCCC1CN(Cc2cccc(-n3cccn3)c2)CCN1Cc1ccccc1 (stereo unspecified),-16%,0.5,-11,1%,-4%,5%,-4,-33%,-10
Cc1ccc(C(=O)COC(=O)CCC(=O)Nc2cccc(Cl)c2)cc1[N+](=O)[O-],-11%,-0.1,3,-1%,6%,2%,-11,7%,-18
Cc1ccc(-c2nc3ccccn3c2Nc2ccccc2C)s1,-2%,x,x,x,x,-5%,x,u,3
Cn1cc(C(=O)c2ccc(Cl)cc2Cl)cc1C(=O)N/N=C(\N)COc1ccc(F)cc1,u,-0.2,22,2%,-11%,-18%,-4,u,-5
Cc1ccccc1C(=O)/C(C#N)=N/Nc1c(C)n(C)n(-c2ccccc2)c1=O,7%,0.5,u,-11%,-2%,-10%,-20,u,-15
CCCCN1C(=S)SC(C)(C)C1/[N+]([O-])=C/c1cccnc1 (stereo unspecified),-2%,-0.8,-13,-14%,5%,-4%,4,-11%,-7
COc1ccc(-n2ncc(Cl)c(Cl)c2=O)cc1,u,-1.3,-74*,-17%,u,-9%,7,u,-7
Cc1ccc(N/C=C2\C(=O)C3(C)CCC2C3(C)C)cc1C (stereo unspecified),11%,2.2,-4,-17%,-3%,0%,2,-15%,-16
CN(CC(=O)Nc1ccc(F)c(F)c1F)C(=O)CC1CCCCC1,-15%,0.0,-25,-8%,-5%,2%,2,-29%,-3
Cc1oc(-c2cccc(Cl)c2)nc1CS(=O)(=O)CC(=O)NC1CCCC1,-13%,-3.1,2,-3%,-4%,-6%,2,u,-13
C[C@H](CO)N1C[C@H](C)[C@@H](CN(C)S(=O)(=O)c2ccc(F)cc2)Oc2c(NS(=O)(=O)c3ccc(F)cc3)cccc2C1=O,11%,-0.2,5,-12%,-1%,0%,3,2%,9
# Other records follow:
SMILES,HEK293 tox,IL2 activator,DRD3 antagonist,PLK1 PBD block,WRN inhibitor,GLP-1R agonist,PI5P4Ka inh,GLP1R inv ag,DRD3 agonist
Cc1cccnc1NC(=O)c1cccc(S(=O)(=O)N2CCN(c3ccccc3)CC2)c1,0%,2.5,-24,-15%,-8%,8%,-5,-5%,-7
Cc1nc(N)ncc1CCC1OCCO1,-11%,-3.8,24,4%,19%,-2%,-1,17%,-2
CC(=O)Nc1cc(C(=O)OCC(=O)c2ccccc2)ccc1C,4%,-0.7,5,3%,-11%,-4%,3,u,5
O=C(NC(=S)Nc1ccc(S(=O)(=O)N2CCOCC2)cc1)c1ccccc1[N+](=O)[O-],1%,-0.5,-12,34µM*,7%,1%,-13,-5%,0
CCOc1ccc(NS(=O)(=O)c2ccc(NS(=O)(=O)c3cccs3)cc2)cc1,3%,-2.5,-13,-17%,-7%,9%,4,1%,-7
CC(=O)Nc1ccc(S(=O)(=O)Nc2nc(CN3CCOCC3)nc3sc4c(c23)CCCC4)cc1,-19%,-0.4,u,-10%,-27%,-8%,1,6%,1
CCCOc1ncnc2c1[nH]c1ccccc12,-1%,-3.6,48,-9%,-4%,23%,x,45%[activator],18
CC1CCCCC1NC(=O)CSc1nnc(COc2ccc(Cl)cc2)o1 (stereo unspecified),3%,1.4,3,0%,11%,16%,1,u,5
Cc1ccc(C)c(NS(=O)(=O)c2ccc3[nH]c(=O)[nH]c3c2)c1,-8%,0.9,15,3%,-5%,-6%,-1,-4%,-6
COCC(=O)N(Cc1cc2ccc(C)c(C)c2n2nnnc12)C1CCCC1,-12%,1.0,16,-11%,-4%,16%,0,-7%,3
O=C(NCc1nnc2c(C(F)(F)F)cc(Cl)cn12)c1ccc(Br)o1,7%,-1.5,4,-8%,-11%,-4%,u,7%,8
CCn1cc(C(=O)N[C@H](C)c2ccccc2)c(=O)c2cc(F)c(N3CCN(C)CC3)cc21,u,-2.5,22,2%,-6%,2%,-2,0%,4
Nc1nnc(SCC(=O)NNC(=O)c2ccc(F)cc2)s1,7%,-0.6,-12,-15%,3%,-3%,0,11%,1
C=CCNC(=O)CN(c1ccc(F)c(Cl)c1)S(C)(=O)=O,10%,-2.7,-6,-4%,-4%[57.1 µM],-2%,x,8%,1
O=C(Nc1ccc(Cl)cc1)N(Cc1cccnc1)Cc1ccco1,14%,-1.5,4,4%,-7%,15%,x,4%,-7
Cc1ccc2nc(Nc3nc(C)cc(-c4ccccc4)n3)[nH]c(=O)c2c1,-10%,-2.0,4,1%,-19%,10%,-7,23%,-7
O=C(NC(c1ccc(Cl)cc1)c1c(O)ccc2ccccc12)c1ccccc1 (stereo unspecified),u,-5.8,-22,-4%,-17%,-35%[inhibitor],12,0%,4
CCn1cc(C(=O)NCCc2ccccc2C)c(=O)c2ccc(C)nc21,1%,0.8,9,-2%,2%,-3%,7,6%,8
COC(=O)c1sc(S(=O)(=O)NCc2ccccc2)c(C(=O)OC)c1C,3%,-2.8,-20,0%,2%,14%,x,1%,-17
O=C1OC(/C(=C\Nc2ccc(F)cc2F)[N+](=O)[O-])c2ccccc21 (stereo unspecified),-23%,-1.1,6,-26%,-29%,0%,u,16%,4
COc1ccc(-c2ccc3c(c2)S(=O)(=O)c2cccc(C(=O)NC4CC4)c2C3=O)cc1OC,1%,25,-10,14%,-4%,-5%,3,-5%,1
CCCCc1n[nH]c2c1/C(=N/O)CC(c1ccccc1)C2 (stereo unspecified),-16%,1.0,-14,-4%,-6%,0%,-4,u,8
Cc1cc(C)n(C(=O)c2cccc([N+](=O)[O-])c2C)n1,0%,2.6,-24,-8%,-5%,-2%,2,18%,-7
O=C1CSC(c2cccc([N+](=O)[O-])c2)N1Cc1ccccc1 (stereo unspecified),-3%,-2.0,5,-10%,-7%,17%,0,-4%,7
Cc1cc(C(=O)NC2CCCc3c2cnn3-c2ccc(C)c(C)c2)n(C)n1 (stereo unspecified),-3%,-3.2,30,3%,3%,1%,2,u,7

# 3 of the compounds above, with bars between the fields.
structure | HEK293 tox | IL2 activator | DRD3 antagonist | PLK1 PBD block | WRN inhibitor | GLP-1R agonist | PI5P4Ka inh | GLP1R inv ag | DRD3 agonist
COc1ccc(-c2ccc3c(c2)S(=O)(=O)c2cccc(C(=O)NC4CC4)c2C3=O)cc1OC | 1% | 25 | -10 | 14% | -4% | -5% | 3 | -5% | 1
CCCCc1n[nH]c2c1/C(=N/O)CC(c1ccccc1)C2 (stereo unspecified) | -16% | 1.0 | -14 | -4% | -6% | 0% | -4 | u | 8
Cc1cc(C)n(C(=O)c2cccc([N+](=O)[O-])c2C)n1 | 0% | 2.6 | -24 | -8% | -5% | -2% | 2 | 18% | -7

# New compounds follow:
SMILES,HEK293 tox,IL2 activator,DRD3 antagonist,PLK1 PBD block,WRN inhibitor,GLP-1R agonist,PI5P4Ka inh,GLP1R inv ag,DRD3 agonist
Cc1ccc(CNC(=O)CCNC(=O)Cn2ccc3ccccc3c2=O)o1,-5%,0.6,12,-2%,2%,5%,6,-5%,4
O=c1[nH][nH]c(=O)c2cc(N3CCCC3)ccc12,1%,-2.1,16,-7%,-6%,-4%,x,25%,10
CCOC(=O)[C@]12CCCC=C1N(Cc1ccccc1)C(=O)[C@H](CC(=O)N1CCOCC1)C2,-6%,2.3,12,1%,4%,x,-3,-9%,2
Cc1ccc(C(=O)NC2CCN(Cc3ccccc3)CC2)cc1S(=O)(=O)N1CCOCC1,14%,-2.5,-67*,-8%,-2%,-2%,0,-21%,-34
O=C(COc1ccccc1)NCC(=O)N/N=C/c1ccccc1,-12%,2.0,2,4%,-17%,0%,7,4%,2
O=C1C=C(C2OC(CO)C(O)C2O)C(=O)N1 (stereo unspecified),-2%,-0.1,u,u,-5%,4%,-54*,-1%,-12
O=C(Cn1ccc(NC(=O)OCc2ccccc2)nc1=O)NCCc1c[nH]c2ccccc12,8%,0.4,41,-6%,-4%,3%,-9,-9%,8
CC1(C)CC2(CCO1)N1CC3(C)CN2CC(C)(C1)C3=O (stereo unspecified),-3%,-1.3,8,-7%,-14%,-2%,-7,0%,1
